# High-throughput results: PubChem BioAssay, several laboratories
# CHT block = human CHT choline transport inhibition | Q9GZV3 | CHT-expressing cells, membrane potential dye, choline response; hits give low values | B-score at 10 µM | 310,000 tested, 0.86% active | AID 488975;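 active = B-score over 3 SD under the library average, and starting fluorescence ratio not unusually high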;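 also: choline stimulus applied at its EC90 after an EC20 pre-addition; B-score computed on integrated fluorescence ratio after choline addition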
# Target sequence (Q9GZV3 whole entry, looked up): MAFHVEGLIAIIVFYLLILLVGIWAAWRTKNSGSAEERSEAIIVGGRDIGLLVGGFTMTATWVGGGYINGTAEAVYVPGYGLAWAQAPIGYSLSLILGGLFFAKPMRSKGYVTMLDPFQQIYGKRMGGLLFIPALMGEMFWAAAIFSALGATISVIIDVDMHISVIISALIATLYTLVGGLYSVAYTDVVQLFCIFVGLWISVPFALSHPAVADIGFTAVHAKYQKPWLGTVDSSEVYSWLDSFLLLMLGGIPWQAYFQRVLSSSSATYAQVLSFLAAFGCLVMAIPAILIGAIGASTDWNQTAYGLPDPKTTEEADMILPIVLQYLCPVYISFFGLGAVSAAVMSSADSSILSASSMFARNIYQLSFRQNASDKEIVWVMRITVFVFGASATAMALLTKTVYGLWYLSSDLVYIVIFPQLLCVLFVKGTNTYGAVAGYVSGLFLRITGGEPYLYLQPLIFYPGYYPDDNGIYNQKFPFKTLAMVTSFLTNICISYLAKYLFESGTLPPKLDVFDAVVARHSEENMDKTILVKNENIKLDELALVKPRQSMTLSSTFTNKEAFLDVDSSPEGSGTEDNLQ
# STK33 inh = blocks human STK33 kinase activity. purified STK33, MBP phosphorylation, ADP-Glo luminescence. inhibition, % at 10 µM. 320,000 tested, 0.073% active. AID 2661. Q9BYT3;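 active = inhibition at or above 25%, using the most active replicate where run in duplicate; inactive = inhibition below 25%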
# Target sequence (Q9BYT3 whole entry, looked up): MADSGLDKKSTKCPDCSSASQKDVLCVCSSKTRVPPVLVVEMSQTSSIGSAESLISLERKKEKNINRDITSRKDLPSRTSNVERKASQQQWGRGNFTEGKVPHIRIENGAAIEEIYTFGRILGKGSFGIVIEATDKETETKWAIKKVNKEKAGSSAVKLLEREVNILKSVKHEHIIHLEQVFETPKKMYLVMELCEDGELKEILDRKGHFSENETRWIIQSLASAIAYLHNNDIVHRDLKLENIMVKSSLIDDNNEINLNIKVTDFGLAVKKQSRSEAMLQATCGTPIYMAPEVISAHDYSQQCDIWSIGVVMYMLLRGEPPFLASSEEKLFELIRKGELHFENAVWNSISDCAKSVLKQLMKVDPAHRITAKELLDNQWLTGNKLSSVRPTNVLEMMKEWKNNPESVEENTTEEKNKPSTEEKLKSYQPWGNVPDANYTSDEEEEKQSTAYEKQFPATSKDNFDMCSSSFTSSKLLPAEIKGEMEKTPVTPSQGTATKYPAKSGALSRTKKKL
# CHT allo act = human CHT allosteric activation; Q9GZV3; CHT-expressing cells, membrane potential dye, choline EC20; hits give high values; LV-AA mutant CHT in HEK293 cells; B-score at 10 µM; 310,000 tested, 0.49% active; AID 488977;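 active = initial fluorescence not abnormally high and integrated response B-score, plate-corrected, over 3 SD above library mean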
# * marks the source's active call; other numbers are inactive results; i = inactive; / = not tested or not shown.
SMILES,CHT block,STK33 inh,CHT allo act
Cc1ccc(C)c(OC(=O)c2cccnc2Cl)c1C,i,-1.6,i
O=C(COc1ccc2ccccc2c1)NCCc1ccc2c(c1)OCCO2,i,-0.7,i
COc1cccc(CN2CCN(C3CCOCC3)CC2CCO)c1 (stereo not given),i,/,i
CCNc1nc(NCC)nc(N2CC(=O)N(CC(=O)OCC)C2=N)n1,i,-1.6,i
COc1cc(C(=O)ON=C2C(C)=CC(=O)C=C2C)cc(OC)c1OC,i,0.0,i
O=C(COC(=O)c1ccco1)Nc1ccccc1[N+](=O)[O-],i,-2.8,i
O/N=C1\CCCc2ccc3ccccc3c21,i,13,i
COc1cc(C(=O)Nc2nc(N)n(-c3ccccc3)n2)cc(OC)c1OC,i,0.2,i
O=C(Nc1nnc(SCC(=O)N2CCCC2)s1)C1CC(=O)N(c2ccccc2)C1 (stereo not given),i,-0.6,i
CCCC1C(c2ccccc2)C(C#N)(C#N)C2(C#N)CC1(N)NC2=O (stereo not given),i,-1.2,i
Cc1cccc(C2=N/C(=C\c3cccs3)C(=O)O2)c1,i,0.0,i
O=C(CCc1nc2ccccc2s1)OCC(=O)c1ccc[nH]1,i,0.7,i
CCOc1ccc(-c2nnn(CC(=O)c3ccc4c(c3)OCCO4)n2)cc1,i,-1.2,i
CCOCCCNC(=O)c1ccc(OC(C)=O)cc1,i,-0.6,i
O=c1[nH]c(Cc2cccc(C(F)(F)F)c2)nc2ccccc12,i,0.7,i
Clc1ccc(NCc2nncn2-c2ccccc2)cc1,i,-2.0,i
O=C1NC2(CCCC2)N=C1c1ccc(F)cc1,i,-0.5,i
Cc1ccc(C2CN(C)C3(C(=O)Nc4ccccc43)C23COc2ccccc2C3=O)cc1 (stereo not given),i,1.3,i
CCOC(=O)c1c(N)n(C2CC(C)(C)NC(C)(C)C2)c2nc3ccccc3nc12,i,-1.8,6.7*
O=C(Nc1nc2ccccc2n1CCOc1ccc(Cl)cc1)c1ccco1,i,1.4,i
CC(=O)c1cccc(NC(=O)CN(c2ccccc2F)S(C)(=O)=O)c1,i,-0.9,i
COc1ccc(OC)c(C2=NS(=O)(=O)N(C)C(C(=O)N3CCC4(CC3)OCCO4)=C2)c1,i,0.5,i
COc1ccc(N(CC2CO2)S(=O)(=O)c2ccc(C)cc2)cc1 (stereo not given),i,-0.6,i
O=C(CNCc1ccccc1)Nc1ccc(F)cc1,i,-2.9,i
Cc1cccc(NC(=S)Nn2cnnc2)c1C,i,-0.6,i
# Additional compounds
SMILES,CHT block,STK33 inh,CHT allo act
Cc1cccc(C(=O)Oc2csc(=S)n2C(=O)c2cccc(C)c2)c1,i,1.0,i
O=C1C2C3C=CC(C2C(=O)N1C1CCCCC1)C1C2C(=O)N(C4CCCCC4)C(=O)C2C31 (stereo not given),i,-1.4,i
Cc1cc(C(F)(F)F)nc(SCC(=O)c2cccc([N+](=O)[O-])c2)n1,i,1.1,i
COC(=O)c1c(NC(=O)Cc2ccc(OC)c(S(=O)(=O)N3CCOCC3)c2)sc(C)c1C,i,-0.3,i
O=C(CSc1nnc2scc(-c3ccccc3)n12)NCc1ccc2c(c1)OCO2,i,0.7,i
CC(C)(C)c1ccc(OCc2nnc(SCC(N)=O)n2N)cc1,i,-1.0,i
Cc1c(NC(=O)C(C)OC(=O)c2cc(-c3cccc4ccccc34)nc3ccccc23)c(=O)n(-c2ccccc2)n1C (stereo not given),i,0.1,i
Nc1nnc(SCC(=O)c2ccccc2)s1,i,0.2,i
Cc1cccc(OC(=O)CN2C(=O)C3C4CCC(C4)C3C2=O)c1C (stereo not given),i,-0.9,i
NS(=O)(=O)c1ccc(CCNC(=O)c2cnccn2)cc1,i,-0.1,i
Cc1cc(SCC(=O)c2cccs2)nc2ccccc12,i,-2.4,i
CCNC(=S)N1CCN(c2nc(-c3cccc(OC)c3)cs2)CC1,i,0.4,i
CC1=CC2=C(OC1N(C)C)c1cccc3cccc(c13)C2=O (stereo not given),i,3.4,i
O=C(Nc1ccc(Oc2ncnc3cc(Cl)ccc23)nc1)Nc1cccc(C(F)(F)F)c1,i,-0.9,i
O=C(N1CCCC1)C12CC3CC(CC(Cl)(C3)C1)C2,i,-0.6,i
Cc1ccc(OCCOCCN(C)C)c(Cl)c1,i,-1.4,i
O=C(Nc1cc(C(F)(F)F)ccc1N1CCOCC1)c1cnccn1,i,1.0,i
CCOC(=O)CSc1nc2ccc(C)cc2[nH]1,i,-0.5,i
Cc1cccc(C2=N/C(=C/c3cccs3)C(=O)O2)c1,i,-0.2,i
O=C(Nc1cccnc1)c1noc2c1CCCCC2,i,3.0,i
NC(=O)c1ccc(NC(=O)CC23CC4CC(CC(Br)(C4)C2)C3)cc1,i,1.4,i
CN1CCN(NC(=O)CC(C)(C)C)CC1,i,0.3,i
CCS(=O)(=O)c1c(S(=O)(=O)CC)c2ccccn2c1C(N)=O,i,-1.2,i
Cc1ccc(NC(=O)CSc2nnc(C3CC3)n2CC2CCCO2)cc1C (stereo not given),i,0.1,i
Cc1ccc(S(=O)(=O)N(C)CC(=O)N2CC(C)OC(C)C2)cc1 (stereo not given),i,-1.8,i
# Next compounds.
SMILES,CHT block,STK33 inh,CHT allo act
COc1ccc(C(C(=O)NC2CCCCC2)N(C(=O)CCl)c2ccccc2Cl)cc1 (stereo not given),i,0.4,i
Cc1cc(C(=O)NC2CC(C)(C)Cc3c2cnn3-c2ccc(F)cc2)nn1C (stereo not given),i,/,i
COc1ccccc1NC(=O)CSc1nnc(Cn2nnc(-c3ccccc3)n2)n1-c1ccccc1,i,-0.2,i
Cc1ccccc1CN1CCC(Oc2ccc(C(=O)N3CCCC3)cc2)CC1,i,-1.1,i
O=[N+]([O-])c1ccc(O)c(C2=NNC(c3ccccc3F)C2)c1 (stereo not given),-10*,-1.2,i
CCOc1cc(N2CCOCC2)c(OCC)cc1NC(=O)COC(=O)c1cc(C)oc1C,i,1.6,i
Clc1ccc(Cl)c(OCCCCNCc2ccccc2)c1,i,0.6,i
Cc1ccccc1NC(=S)N(CCCN1CCOCC1)Cc1cccnc1,i,-0.9,i
CC(=O)c1cccc(NC(=S)NC(=O)c2cccc(Cl)c2)c1,i,-0.3,i
NC(=O)COC(=O)c1ccccc1OCc1ccccc1Cl,i,-0.8,i
CCOC(=O)C1CCCN(CCC(=O)Nc2ccc(C)c(C)c2)C1 (stereo not given),i,-1.9,i
CC(C(=O)NC1=NCCS1)N1C(=O)c2ccccc2C1=O (stereo not given),i,-1.1,i
COc1ccc(SCC(=O)c2cc(C)c(OC(=S)N(C)C)c(C)c2)cc1,i,-1.1,i
CCCN(CCC)C(C(=O)Nc1cccc(OC)c1)c1ccccc1 (stereo not given),i,-0.8,i
CCOc1ccccc1NC(=O)C1CC(=O)n2ncnc2N1 (stereo not given),i,-0.7,i
COC(=O)Cn1c(=NC(=O)c2ccc(Cl)s2)sc2cc(F)ccc21,i,-0.9,i
CCN(CC)c1ccc2cc(C(=O)O)c(=O)oc2c1,i,0.0,i
O=C1c2ccccc2C2(c3ccccc3)NCCCN12 (stereo not given),i,0.1,i
CCCCn1c(N)c(N(CC(C)C)C(=O)c2ccc(N3C(=O)CCC3=O)cc2)c(=O)[nH]c1=O,i,-1.5,i
CCCCC(Sc1nc(N)c(NC(=O)c2ccc(OC)cc2)c(=O)[nH]1)C(=O)O (stereo not given),i,-1.9,i
CCCC(=O)Nc1ccc(-c2csc(NNC(C)=O)n2)cc1,i,-0.1,i
COc1ccc(C)cc1NC(=O)C(Sc1ccccc1)c1ccccc1 (stereo not given),i,0.4,i
COc1ccc(N2CC(C(=O)O)CC2=O)cc1 (stereo not given),i,-0.2,i
O=C(CSc1nc(O)c(C(c2ccccc2)c2ccccc2)c(=O)[nH]1)N1CCOCC1,i,0.7,i
O=C(NCC1CCCO1)C(c1ccccn1)N(Cc1ccccc1Cl)C(=O)CN1C(=O)c2ccccc2S1(=O)=O (stereo not given),i,-3.4,i

# Quoted at random: six entries already listed.
SMILES,CHT block,STK33 inh,CHT allo act
O=C(COc1ccc2ccccc2c1)NCCc1ccc2c(c1)OCCO2,i,-0.7,i
COc1cccc(CN2CCN(C3CCOCC3)CC2CCO)c1 (stereo not given),i,/,i
CCN(CC)c1ccc2cc(C(=O)O)c(=O)oc2c1,i,0.0,i
COc1ccc(SCC(=O)c2cc(C)c(OC(=S)N(C)C)c(C)c2)cc1,i,-1.1,i
COc1ccc(OC)c(C2=NS(=O)(=O)N(C)C(C(=O)N3CCC4(CC3)OCCO4)=C2)c1,i,0.5,i
NS(=O)(=O)c1ccc(CCNC(=O)c2cnccn2)cc1,i,-0.1,i

# Continued:
SMILES,CHT block,STK33 inh,CHT allo act
C[C@H](Nc1ncnc2sc3c(c12)CCC3)C(=O)O,i,-0.7,i
CCOC(=O)c1[nH]c(C)c(C(=O)Nc2ccc3c(c2)OCCO3)c1C,i,-2.2,i
O=C(CNC1CC1)Nc1cc(C(F)(F)F)ccc1Cl,i,-4.5,i
CCOC(=O)N1CCC(N(CCOC)C(=O)Nc2ccc(CC)cc2)CC1,i,-2.2,i
CN(C)/C=C(\C(=O)c1ccccc1)c1nnnn1-c1ccc(F)cc1,i,-1.3,i
Cc1ccc(-n2c(C)nc3c(cnn3-c3ccc(F)cc3)c2=O)cc1,i,1.3,i
COC1OC(COC(=O)CNC(=O)OC(C)(C)C)C(O)C(O)C1O (stereo not given),i,-1.7,i
COC(=O)c1ccccc1NC(=O)c1noc2c1CCCC2,i,-0.1,i
Cc1ccc(S(=O)(=O)N(CC(=O)N2CCc3ccccc3C2)c2ccc(Cl)c(Cl)c2)cc1,i,0.8,i
C#CC[N+]1(CC#Cc2cccc(C)c2)CCCCC1,-6.7*,-1.0,i
COCCCn1cnc2c(c1=O)c1nc3ccccc3nc1n2-c1ccccc1,i,-1.1,i
Cc1ccc(CNC(=O)C(=O)NCC2OCCN2S(=O)(=O)c2ccc(Cl)cc2)cc1 (stereo not given),i,-0.6,i
CCC1CCCCN1CCCNC(=O)CN1C(=O)CSc2ccc(S(=O)(=O)N3CCC(C)CC3)cc21 (stereo not given),i,0.0,i
CC1CCc2nc(/C(C#N)=C/c3cccnc3)sc2C1 (stereo not given),i,-0.1,i
Cc1ccnc(SCC(=O)Nc2sc3c(c2C#N)CCCC3)n1,i,0.1,i
CCOC(=O)CSc1nc(C)c2cc(OC)ccc2n1,i,-0.1,i
O=c1oc2ccccc2c(Cl)c1CN1CCCCC1,-6.9*,-1.0,i
Cc1ccc(C(=O)O/N=C/C2=C(Cl)c3ccccc3CC2)cc1,i,-0.2,i
NC(=O)[C@@H]1CC2(CC(c3cccc(NC(=O)COc4ccc(Cl)cc4)c3)=NO2)CN1C(=O)COc1ccc(Cl)cc1 (stereo not given in full),i,0.5,i
Cc1cccc(NC(=O)Cn2cnc3c(oc4ccccc43)c2=O)c1,i,-1.1,i
CCn1c(CN2c3ccccc3Sc3ccccc32)n[nH]c1=S,i,-4.2,i
CC[C@H]1CC2CN3CCc4c([nH]c5c([C@H]6C[C@H]7[C@H](CC)CN(C)[C@@H](Cc8c6[nH]c6ccccc86)[C@H]7C(=O)OC)c(OC)ccc45)C(C(=O)OC)(C2)C13,i,0.9,i
O=C(N/N=C/c1ccccc1[N+](=O)[O-])C(=O)N1CCCC1,i,-1.0,i
COc1cccc(-c2ccc(NC(=O)C3CCCN(Cc4cnn(C(C)C)c4)C3)cc2)c1 (stereo not given),i,-2.9,i
O=C1CC2(CCN(C(=O)C(=O)c3c[nH]c4ccccc34)CC2)Oc2ccccc21,i,0.9,i

# Compound profiles, as listed above. Order of screens: CHT block, STK33 inh, CHT allo act
# Results for Cc1ccc(-n2c(C)nc3c(cnn3-c3ccc(F)cc3)c2=O)cc1 → i, 1.3, i
# Results for O=C(CNC1CC1)Nc1cc(C(F)(F)F)ccc1Cl → i, -4.5, i
# Results for O/N=C1\CCCc2ccc3ccccc3c21 → i, 13, i

# (next part)
SMILES,CHT block,STK33 inh,CHT allo act
O=C(N/N=C/C=C\c1ccco1)c1ccccn1,i,-0.3,i
COc1ccc(-c2nc(C#N)c(N3CCN(c4cccc(Cl)c4)CC3)o2)cc1OC,i,-1.2,i
CC1=NN(C(=O)c2ccc(Br)cc2)C(O)(C(F)(F)OC(F)(F)F)C1 (stereo not given),-5.1*,-2.0,i
COc1ccc(CC(=O)N/N=C(\C)CC(=O)NCc2ccco2)cc1OC,i,-1.3,i
CCCCCn1c(=O)[nH]c2cc(C(=O)NCCc3ccc(OC)c(OC)c3)ccc2c1=O,i,-1.1,i
CC1(C)N=C(c2ccc(Cl)cc2Cl)C(=O)N1,i,-0.5,i
O=C(COC(=O)c1ccccc1Cc1ccccc1)NC1CCS(=O)(=O)C1 (stereo not given),i,4.2,i
COc1ccc(NC2CCCN(C(=O)CN3CCOC3=O)C2)cc1 (stereo not given),i,-2.6,i
CCN(CC)C(=O)C1CCCN(C/C=C/c2ccccc2[N+](=O)[O-])C1 (stereo not given),i,-1.1,i
COc1ccc2cc(CCl)c(Cl)nc2c1,i,-2.7,i
CC(=O)NC(c1ccco1)c1ccc2cccnc2c1O (stereo not given),i,-0.7,i
COC(=O)c1sc(N)c(C(=O)OC)c1COC(=O)CCNS(=O)(=O)c1ccc(C)cc1,i,-0.7,i
CN(C)CCOc1ncnc2c1oc1ccccc12,i,-0.4,i

# In the list so far, these have bromine.
SMILES,CHT block,STK33 inh,CHT allo act
NC(=O)c1ccc(NC(=O)CC23CC4CC(CC(Br)(C4)C2)C3)cc1,i,1.4,i
CC1=NN(C(=O)c2ccc(Br)cc2)C(O)(C(F)(F)OC(F)(F)F)C1 (stereo not given),-5.1*,-2.0,i
